Bioassay records from PubChem BioAssay.
CIT2 TOR yeast: yeast TOR pathway CIT2-GFP modulation; S. cerevisiae CIT2-GFP strain, flow cytometry, 3 h; 100 means same as DMSO wells; GFP response vs DMSO, % at 10 µM; 0.065% of 320,000 active; AID 2029;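 active means GFP response relative to DMSO above a set limit, near the screen mean plus 3 SD, cut at about 150% in these data; inconclusive means Fewer than 70 cells measured for a yeast strain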;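 further: ratio of well median GFP fluorescence to mean of DMSO wells on the plate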
AGP1 TOR yeast: modulators of TOR pathway AGP1-GFP in S. cerevisiae; GFP response vs DMSO, % at 10 µM; S. cerevisiae AGP1-GFP multiplex flow cytometry, 3 h; GFP as percent of DMSO wells; 0.02% of 320,000 active; AID 2066;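 active means GFP response relative to DMSO above a set limit, near screen average plus 3 SD, cut at about 150% in these data; inconclusive means fewer than 70 cells counted for the yeast strain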;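 further: median GFP channel fluorescence of the gated AGP1 strain per well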
GRK2 aptamer HTS: blocks RNA aptamer binding to human GRK2; inhibition of aptamer binding, % at 10 µM; AID 488847; 0.59% of 330,000 active; bead flow cytometry, FAM-aptamer displacement from GRK2;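 active means inhibition of aptamer binding above 40%, roughly 3 SD of noise, on plates passing a quality check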;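 further: median bead fluorescence of bound FAM aptamer so fluorescent compounds give negative values; no value below 0 was filed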
Target sequence (P25098 whole entry, looked up): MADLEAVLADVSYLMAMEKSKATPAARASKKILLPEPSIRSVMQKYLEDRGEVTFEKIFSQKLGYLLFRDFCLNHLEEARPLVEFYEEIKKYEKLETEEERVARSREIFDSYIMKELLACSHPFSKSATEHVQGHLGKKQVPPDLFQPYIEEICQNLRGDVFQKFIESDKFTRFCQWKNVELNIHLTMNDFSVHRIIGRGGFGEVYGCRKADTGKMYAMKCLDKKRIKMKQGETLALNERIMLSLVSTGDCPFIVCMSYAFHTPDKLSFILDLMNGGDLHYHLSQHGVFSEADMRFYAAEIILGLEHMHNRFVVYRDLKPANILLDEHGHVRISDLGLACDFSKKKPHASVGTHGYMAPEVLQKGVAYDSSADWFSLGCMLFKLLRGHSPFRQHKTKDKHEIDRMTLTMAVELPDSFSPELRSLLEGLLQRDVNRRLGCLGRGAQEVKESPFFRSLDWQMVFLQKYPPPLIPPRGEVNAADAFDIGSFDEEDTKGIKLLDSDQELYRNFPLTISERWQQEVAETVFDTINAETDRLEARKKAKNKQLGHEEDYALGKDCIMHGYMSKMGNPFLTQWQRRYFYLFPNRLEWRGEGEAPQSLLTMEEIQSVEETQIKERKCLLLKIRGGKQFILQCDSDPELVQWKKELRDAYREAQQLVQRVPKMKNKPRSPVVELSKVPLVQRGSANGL
BCLXL inh: inhibitors of human Bcl-xL. inhibition, % at 10.9 µM. Q07817. 0.7% of 320,000 active. AID 2129. GST-Bcl-xL / FITC-Bim BH3 peptide fluorescence polarization;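 active means inhibition above the mean of all tested compounds plus 3 SD, cutoff set per campaign, cut at about 30% in these data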;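 further: 0% = DMSO wells and 100% = unlabeled Bim-BH3 peptide competitor; inhibitors lower millipolarization by displacing the labeled peptide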
Target sequence (Q07817 whole entry, looked up): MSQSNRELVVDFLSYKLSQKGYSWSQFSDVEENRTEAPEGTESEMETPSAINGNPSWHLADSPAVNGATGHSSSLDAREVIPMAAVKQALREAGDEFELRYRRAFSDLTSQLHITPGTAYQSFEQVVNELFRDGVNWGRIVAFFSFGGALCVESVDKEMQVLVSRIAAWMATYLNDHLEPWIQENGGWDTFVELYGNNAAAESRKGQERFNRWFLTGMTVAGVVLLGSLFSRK
MEX-5 binding: C. elegans MEX-5 TCR-2 RNA binding activity. Q9XUB2. MEX-5/FITC-TCR2 RNA binding, fluorescence polarization; stronger effect = lower value. activity score (negative = inhibition of binding), % at 10 µM. 0.38% of 300,000 active. AID 1832;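 active means inhibition past about -25% in most replicates, and total fluorescence under double the plate's negative control median, limit read from the data; inconclusive means replicates evenly split on the limit, or fluorescence at least double controls; inactive means too little inhibition in most replicates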;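 further: 0% = DMSO and -100% = 5 µM competing unlabeled TCR2 RNA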
GLD-1 RNA inh: GLD-1-TGE RNA interaction inhibition (C. elegans). purified GLD-1 + fluorescein TGE RNA, fluorescence polarization. 0.44% of 320,000 active. inhibition, % at 5.96 µM. AID 2280;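 active means percent inhibition above a per-plate cutoff, the plate mean of test compounds plus 3 SD, cut at about 30% in these data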;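 further: 0% = DMSO wells with GLD-1 and probe and 100% = wells lacking GLD-1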
Fam108B counter: counter-screen for RBBP9 inhibitors: inhibitors of mouse Fam108B. 0.33% of 300,000 active. recombinant Fam108B, FP-Rh probe fluorescence polarization. inhibition, % at 9.51 µM. AID 1947;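 active means inhibition above the screen mean inhibition plus 3 SD, computed separately per campaign, cut at about 18% in these data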;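 further: inhibitors lower polarization as less probe binds the enzyme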
VLA-4 inh: inhibition in a human VLA-4 binding assay; inhibition, % (about 7 µM as worked out from the volumes in the protocol); 0.2% of 330,000 active; P13612; VLA-4 expressing cells, ligand binding flow cytometry; in the data active means inhibition above about 50%
MCL1 BIM primary: disrupts human MCL1 binding to BIM-BH3 peptide; Q07820; GST-MCL1 / FITC-Bim-BH3 fluorescence polarization; inhibition, % at 10.9 µM; 0.68% of 320,000 active;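 active means inhibition above the mean inhibition of all tested compounds plus 3 SD, set per campaign, cut at about 40% in these data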;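 further: 0% = DMSO wells and 100% = unlabeled Bim-BH3 peptide control; higher means more loss of mP so more displacement of Bim peptide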
An asterisk follows results filed as active; ? = inconclusive; / = no result given.

SMILES	CIT2 TOR yeast	AGP1 TOR yeast	GRK2 aptamer HTS	BCLXL inh	MEX-5 binding	GLD-1 RNA inh	Fam108B counter	VLA-4 inh	MCL1 BIM primary
S=c1[nH]c2cc(Br)cnc2[nH]1	98	111	2	7	6.9	16	3	10	7
Cc1ccc2nc(CSc3nnc(-c4ccncc4)n3C)cc(=O)n2c1	102	100	4	11	0.6	4	1	1	8
COc1cc(C(=O)c2ccccc2)c(OC)cc1C(=O)Nc1ccc(O)cc1	99	92	4	-28	1.3	-1	-6	-4	-10
O=C(c1cc(-c2ccc(F)cc2)no1)N1CCN(Cc2ccc3c(c2)OCO3)CC1	59	37	0	4	-0.4	7	1	-16	7
CCCCNC1c2ccccc2C(=O)N1Cc1ccccc1 (centres undefined)	111	102	2	0	-1.0	-7	-1	7	5
Cc1cccc(N2CCN(CC(=O)N(C)Cc3ccccc3)CC2C)c1 (centres undefined)	104	107	0	-3	0.8	6	-1	10	-2
CCn1cc(CNC(=O)c2cccc([N+](=O)[O-])c2)cn1	104	102	0	7	2.0	4	2	-11	9
CCOc1ccc(C2C(C#N)=C(N)Oc3nc[nH]c(=O)c32)cc1OC (centres undefined)	89	96	0	2	2.6	-11	-3	-4	-2
CCC(NC(=O)NC1CCCCC1)c1ccccc1 (centres undefined)	102	101	6	3	-3.3	-5	0	14	5
CCOC(=O)N1CCN(C(=O)Nc2cccc(Cl)c2)CC1	104	/	0	0	0.4	5	2	15	4
O=C(COC(=O)COc1ccc(Cl)cc1)NCc1ccc2c(c1)OCO2	100	99	4	/	/	0	/	2	/
CCOc1ccc(Cc2noc3c2C(=O)CCC3)cc1OCC	99	99	0	5	0.2	3	1	5	0
O=C(O)c1cc(N2C(=O)C3CCCCC3C2=O)ccc1NCc1cccnc1 (centres undefined)	100	97	0	3	-2.4	-3	0	-6	4
CN1CCCN(C(=O)c2cc(-c3cccc4ccccc34)nc3ccccc23)CC1	117	114	0	3	-0.1	2	-3	-3	-1
O=C(CCn1c(=O)oc2ccccc21)NCCCN1CCCC1=O	97	104	13	-2	-1.2	10	-2	5	-4
Cc1nc(Cl)c(C(=O)NC(C)(C)C)c(C)c1Cl	102	100	2	6	-0.4	3	5	1	6
C=CCSc1nnc(NC(=O)CSCc2c(C)noc2C)s1	93	96	1	/	/	-1	/	-20	/
O=S(=O)(c1cccc(F)c1)N1CCN(c2nc(-c3cccnc3)nc3ccccc23)CC1	84	93	0	/	/	8	/	-24	/
CCOCCCn1c(=S)[nH]c2ncccc2c1=O	107	100	0	1	-0.7	11	-2	-10	9
CN(C)C(=O)Cn1c(=O)n(C)c2ccccc21	104	103	0	5	-0.4	-1	-1	17	2
CC1=CC=CC2=N/C(=N\S(=O)(=O)c3ccc(F)cc3F)c3ccccc3CN12	94	97	0	0	-0.8	7	-1	4	0
O=C(c1cnsn1)N1CCCC(Nc2ccc(F)c(F)c2)C1 (centres undefined)	104	91	0	-1	1.1	4	1	-4	6
Fc1cccc(CN2CCN(C(=S)NCCc3ccccc3)CC2)c1	100	103	2	1	3.6	5	-2	1	11
Cc1onc(NC(=O)NC(=O)c2ccccc2F)c1Br	89	95	0	4	1.3	10	-2	24	8
Cc1nn(Cc2ccccc2)c(Cl)c1/C=N/NC(=O)c1cccnc1	96	100	0	-1	0.2	-3	3	-3	-2

Further records follow.
SMILES	CIT2 TOR yeast	AGP1 TOR yeast	GRK2 aptamer HTS	BCLXL inh	MEX-5 binding	GLD-1 RNA inh	Fam108B counter	VLA-4 inh	MCL1 BIM primary
Cc1ccc(S(=O)(=O)Nc2c(Cl)c(Cl)c(O)c3ccccc23)cc1	98	102	4	25	-0.9	10	6	-4	34
O=C1CC(c2ccc3ccccc3c2)NN1 (centres undefined)	98	105	0	10	/	2	/	16	42*
O=C(CN1C(=O)c2ccccc2S1(=O)=O)Nc1cccnc1	109	109	3	4	3.1	0	2	3	2
CC(=O)c1ccc(NC(=O)COC(=O)c2c[nH]c3ccccc23)cc1	100	96	1	1	/	2	/	16	-5
CC(C)CC(=O)NC(=S)NNC(=O)c1cccc([N+](=O)[O-])c1	/	98	3	5	-0.2	-5	-4	-8	15
COc1ccccc1NC(=O)c1ccc(NC(=O)CNC(=O)c2ccc(OC)c(OC)c2)cc1	101	93	9	7	0.4	-5	-2	2	2
O=C(N=Nc1c(O)[nH]c2ccc([N+](=O)[O-])cc12)c1cc(-c2ccccc2Cl)nc2ccccc12	101	99	0	0	0.7	-3	5	1	5
c1ccc(-n2ncc3c(N4CCC5(CC4)OCCO5)ncnc32)cc1	92	99	4	4	0.5	5	3	-10	-2
CC(C)C(=O)Nc1c2c(nn1-c1ccc([N+](=O)[O-])cc1)CS(=O)(=O)C2	104	96	0	1	0.9	-1	1	22	-1
COc1ccc(NC(=O)c2cc(C)nn2-c2ccccc2)cc1	102	93	0	-3	2.0	1	0	11	-1
COC(=O)C1(CCSC)NC(c2ccco2)C2C(=O)N(C)C(=O)C21 (centres undefined)	91	101	2	6	1.1	3	0	17	1
Cc1ccc(N2C(=O)CC(Cc3cc(C)cc(C)c3)C2=O)cc1 (centres undefined)	85	87	6	2	0.6	2	3	-3	-1
COc1cccc(Sc2cc(N3CCOCC3)nc(-c3ccccc3)n2)c1	95	99	3	2	1.5	-2	3	8	-2
COC(=O)c1cc(=O)nc2sc3ccccc3n12	100	97	0	3	-0.8	2	1	-6	0
CC(=O)Oc1ccc([N+](=O)[O-])cc1N1C(=O)c2ccccc2C1=O	119	112	100*	1	1.6	0	3	11	0
Cc1cc(=O)c(C(=O)O)nn1-c1ccccc1C(F)(F)F	105	109	0	6	1.2	7	2	3	1
COc1ccc2nc(N(CCN(C)C)C(=O)c3ccc(C(=O)c4ccccc4)cc3)sc2c1	104	107	0	1	4.1	3	-2	-34	2
O=C(O)c1c2c(nc3ccccc13)CCCCC2	94	90	3	-4	3.9	10	0	2	-7
Cc1cnc(C(=O)NCC(c2ccccc2)c2ccccc2)cn1	91	102	0	10	1.4	-1	-1	3	7
O=C(NCCN1CCCC1)c1ccc2c(c1)N(Cc1cccc(Cl)c1)C(=O)c1ccccc1S2(=O)=O	91	96	0	8	-0.8	-4	-6	13	0
CC1N(C)c2cccc3cccc(c23)N1C	116	105	0	10	?	-66	-1	-300	7
Cc1ccc(C(=O)NC23CC4CC(CC(C4)C2)C3)c(Cl)c1	92	98	2	4	-2.9	3	-5	0	2
Cc1c(Cl)cccc1NC(=O)COC(=O)c1ccc(CN2CCCC2=O)cc1	94	91	3	-7	/	0	/	3	-3
CCNC(=S)Nc1ccc(Cl)cc1Cl	110	111	0	10	2.3	-1	3	-2	11
Cc1csc(=O)n1CCC(=O)OCC(=O)c1ccc(Br)cc1	61	86	1	0	0.8	4	-4	-2	0

More entries follow.
SMILES	CIT2 TOR yeast	AGP1 TOR yeast	GRK2 aptamer HTS	BCLXL inh	MEX-5 binding	GLD-1 RNA inh	Fam108B counter	VLA-4 inh	MCL1 BIM primary
C1CCc2c(nc3nnnn3c2N2CCOCC2)C1	103	102	0	2	2.4	3	-2	-4	6
Cc1cc(-c2n[nH]c(=S)n2/N=C/c2ccc(C)o2)n[nH]1	92	104	1	-10	-2.1	7	3	4	-4
O=C(COc1ccccc1)NCc1nnc2c3ccccc3c(-c3ccccc3)nn12	97	94	4	1	0.5	0	-4	56*	-1
CCOc1ccccc1-c1nnc(SCC(=O)NC2CC2)n1CC	105	97	0	0	0.7	3	2	12	1
Cc1ccc(NCC(=O)N=Nc2c(O)[nH]c3ccc([N+](=O)[O-])cc23)cc1	101	106	2	7	-4.7	6	5	5	-1
O=c1c2ccccc2c(C=NCCCN2CCOCC2)c(O)n1Cc1ccc2c(c1)OCO2	100	101	0	4	-0.2	3	-1	3	-2
COc1ccc(CN2C(=O)C(C)Oc3ccccc32)cc1 (centres undefined)	100	107	1	1	1.3	2	-3	9	-1
COc1ccc(Nc2nc(-c3cccs3)nc3ccccc23)cc1	111	102	0	4	0.2	3	28*	15	1
CC(=O)N1CCN(CC(=O)Nc2cc(S(=O)(=O)N3CCOCC3)ccc2C)CC1	102	102	1	8	1.6	0	1	23	10
COC(=O)C1=C(C(=O)OC)[C@@H]2N(Cc3ccccc3)c3ccccc3[C@@]23C[C@@H](C(=O)OC)N(C(=O)C2CCC2)C3=N1	96	91	2	5	0.0	-3	4	-9	8
CCN(CC)CCN(C(=O)C1=COCCO1)c1nc2cc(C)cc(C)c2s1	103	100	0	5	-0.6	2	2	-14	4
COc1ccc(/C=C(\NC(=O)c2ccc(C)cc2)C(=O)NCCCN2CCOCC2)cc1OC	98	100	0	4	1.6	-4	-1	10	8
O=C(COc1ccc2ccccc2c1)N1CCN(c2ccccc2O)CC1	85	98	0	1	-0.7	-11	1	1	-7
Cc1cc(C)c(C)c(Oc2ncnc(N)c2[N+](=O)[O-])c1	78	92	3	5	-0.6	1	-2	-14	17
CC(C)c1ccc(NC(=O)N2CCc3ccccc3C2)cc1	97	97	2	-2	0.3	3	-1	32	-4
COc1cc(/C=C/C(=O)O)cc(OC)c1	98	89	0	4	0.3	-4	4	-3	-2
O=C(c1ccc2c(c1)OCO2)N1CCN(c2cccc(C(F)(F)F)c2)CC1	104	100	1	1	2.7	-7	2	-4	1
COc1ccccc1N1CCN(C(=O)c2ccc(N(C)S(=O)(=O)c3ccccc3)cc2)CC1	105	103	3	-1	1.0	2	2	-95	6
CCOC(=O)C1=C(Nc2ccc(C)cc2)CC(C)(O)C(C(=O)OCC)C1c1ccccc1 (centres undefined)	103	98	0	5	-2.5	-1	1	-2	1
CC(=O)O[C@]1(C(C)=O)CC[C@H]2[C@@H]3C=C(C)C4=CC(=O)CC[C@]4(C)[C@H]3CC[C@@]21C	?	?	0	5	1.3	4	0	2	-5
O=C(NCCCNC(=O)c1cnccn1)c1ccc(Cl)cc1	98	99	1	2	-5.2	2	0	8	-4
COc1ccc(-n2ncc3c(NCC(C)C)ncnc32)cc1	107	107	0	2	0.0	6	-4	17	3
CCOC(=O)c1cn(CC)c2cc(N3CCOCC3)c(F)cc2c1=O	109	102	1	2	1.3	11	-2	1	2
CCC(C)NC(=O)c1ccccc1-c1ccccc1C(=O)NC(C)CC (centres undefined)	102	105	0	-2	-0.1	0	0	-2	-2
COc1ccc([N+](=O)[O-])cc1NC(=O)C1(c2ccccc2)CCOCC1	109	107	0	2	2.9	5	3	9	5
Cc1ccc2[nH]c(CNC(=O)C3CCCCC3)cc2c1	98	92	60*	/	1.2	/	/	-113	/
Cc1cccc(N2CCN(C(=O)CSc3ccc4c(c3)OCCO4)CC2)c1C	93	102	0	2	/	2	/	7	-2
COCCSc1ccccc1C(=O)NCc1cccnc1	95	100	0	2	3.5	3	0	12	12
O=C(CCc1nc2ccccc2[nH]1)NCc1ccc2c(c1)OCO2	100	105	3	4	2.1	-1	5	-4	-2
Cc1cc(C)nc(N2C(=O)CC(Cc3ccc(Cl)cc3)C2=O)n1 (centres undefined)	84	94	0	-2	1.8	5	1	5	-6

Single records, as listed above:
CCOc1ccccc1-c1nnc(SCC(=O)NC2CC2)n1CC across the screens: CIT2 TOR yeast: 105; AGP1 TOR yeast: 97; GRK2 aptamer HTS: 0; BCLXL inh: 0; MEX-5 binding: 0.7; GLD-1 RNA inh: 3; Fam108B counter: 2; VLA-4 inh: 12; MCL1 BIM primary: 1
O=c1c2ccccc2c(C=NCCCN2CCOCC2)c(O)n1Cc1ccc2c(c1)OCO2 across the screens: CIT2 TOR yeast: 100; AGP1 TOR yeast: 101; GRK2 aptamer HTS: 0; BCLXL inh: 4; MEX-5 binding: -0.2; GLD-1 RNA inh: 3; Fam108B counter: -1; VLA-4 inh: 3; MCL1 BIM primary: -2
